# 5HT1a ag = agonists of human 5-HT1a serotonin receptor; P08908; CHO 5-HT1a Ga15 NFAT-bla reporter, FRET ratio; 0% basal, 100% maximal reference agonist; activation, % at 10 µM; hit rate 0.56% among 65,000; AID 567;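 active = activation above the screen-wide mean activation plus 3 SD, cut at about 19% in these data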;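 also: 0% = DMSO wells and 100% = 5-CT at EC100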
# NADH coupling = inhibition of NAD/NADH coupling enzymes, library profiling; hit rate 0.02% among 65,000; AID 774; IC50, µM (top dose mostly 10 µM), inactives show at the top dose inhibition; coupled PK/LDH NADH assays, four targets;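 active = single-dose screening hits from any of four coupled enzyme assays that gave an IC50 when retested across doses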;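 also: the DPM-DC format reads NADH fluorescence rather than 340 nm absorbance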
# A340 absorber = compound absorbs light at 340 nm; fold change at 10 µM; AID 708; 65,000 tested, under 10 active; compound absorbance at 340 nm, fold over control;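 active = at 10 µM dose, initial 340 nm absorbance at least 2 fold that of control wells; inactive = change under 2 fold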;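 also: initial absorbance extrapolated from kinetic A340 decline of NADH oxidation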
# Fluor 339 460 = intrinsic fluorescence of library compounds, ex339/em460 – biochemical, MLSMR library, data from DPM-DC assay, artefact control, profiling panel; compound autofluorescence, ex339/em460 nm, NADH buffer; active compounds read high; 1 = no-compound wells, NADH background; fluorescence fold increase at 10 µM; hit rate 5.5% among 65,000;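 active = at 10 µM, mean starting fluorescence two-fold or more over control wells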;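 also: signal is the first read of a kinetic run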
# TNAP act DEA = activators of human TNAP at intermediate phosphate acceptor; P05186; purified TNAP, CDP-star luminescence, 100 mM DEA, 30 min; active compounds read high; scale: 0 levamisole-inhibited, 1 vehicle-only enzyme; activation factor at 20 µM; 64,000 tested, under 10 active; AID 813;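 active = activation factor of at least 2 at 20 µM, relative to controls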
# Target sequence (P05186 whole entry, looked up): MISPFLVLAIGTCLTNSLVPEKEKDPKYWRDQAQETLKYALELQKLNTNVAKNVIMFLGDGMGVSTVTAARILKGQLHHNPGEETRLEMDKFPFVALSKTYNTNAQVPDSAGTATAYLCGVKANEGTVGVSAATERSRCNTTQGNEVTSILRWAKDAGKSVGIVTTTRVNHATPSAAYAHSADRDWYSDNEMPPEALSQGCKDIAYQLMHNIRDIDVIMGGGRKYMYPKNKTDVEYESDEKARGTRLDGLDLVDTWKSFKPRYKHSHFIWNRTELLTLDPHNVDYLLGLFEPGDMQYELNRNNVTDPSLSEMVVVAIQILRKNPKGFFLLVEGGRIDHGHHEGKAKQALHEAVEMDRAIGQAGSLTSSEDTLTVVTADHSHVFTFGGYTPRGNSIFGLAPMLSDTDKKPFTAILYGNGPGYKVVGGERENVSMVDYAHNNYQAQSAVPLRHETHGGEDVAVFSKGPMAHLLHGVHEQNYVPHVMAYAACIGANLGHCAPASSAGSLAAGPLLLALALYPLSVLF
# SF-1 act = SF-1 (human) activation; Q13285; CHO-K1 Gal4-SF-1 LBD luciferase reporter; % increase over DMSO SF-1-specific signal; activation, % at 10 µM; hit rate 1.9% among 65,000; AID 522;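 active = activation above the mean activation of all tested compounds plus 3 SD, cut at about 50% in these data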
# Target sequence (Q13285 whole entry, looked up, the tested form may be a part): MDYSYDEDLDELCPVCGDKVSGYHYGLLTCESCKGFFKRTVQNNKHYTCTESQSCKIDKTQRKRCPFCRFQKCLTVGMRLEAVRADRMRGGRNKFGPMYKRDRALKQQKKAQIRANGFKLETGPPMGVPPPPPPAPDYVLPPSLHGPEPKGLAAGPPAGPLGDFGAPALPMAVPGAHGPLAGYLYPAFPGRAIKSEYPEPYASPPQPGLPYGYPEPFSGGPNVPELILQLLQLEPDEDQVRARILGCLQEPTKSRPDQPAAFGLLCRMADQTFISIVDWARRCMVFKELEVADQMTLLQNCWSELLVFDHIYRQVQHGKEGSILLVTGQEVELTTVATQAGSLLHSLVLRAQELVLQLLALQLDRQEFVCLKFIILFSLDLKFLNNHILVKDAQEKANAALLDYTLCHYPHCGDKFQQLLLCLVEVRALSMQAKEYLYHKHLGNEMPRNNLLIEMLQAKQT
#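 System: CHO-K1 cells with Gal4–hSF-1 LBD chimera plus Gal4-driven luciferase; quantity: 4,000 CHO-K1 cells per well; compound: one dose, 10 µM compound, 1% DMSO; times: 20 h compound treatment, 37 °C; measured by: SteadyLite luciferase luminescence; read-out: percent activation versus DMSO; benchmarks: DMSO and mock-transfected background; replicates: one test per compound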
# MMP-13 inhibitor = inhibitors of human MMP13 | MMP-13 fTHP FRET cleavage, Mca fluorescence | inhibition, % at 4 µM | hit rate 0.07% among 65,000;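 active = inhibition above the mean of compound-free control plate wells plus 3 SD, cut at about 14% in these data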;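 also: 0% = DMSO wells and 100% = wells with reference MMP-13 inhibitor after basal subtraction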
# RORA act = activators of human nuclear receptor RORA | P35398 | CHO-K1 Gal4-RORA LBD luciferase reporter, luminescence; percent increase over mock-subtracted basal signal | activation, % at 10 µM | hit rate 1.5% among 65,000;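 active = activation above the mean of all tested compounds plus 3 SD, cut at about 49% in these data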;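 also: 0% = DMSO-treated RORA cells and 100% = added signal equal to DMSO minus mock-transfected cells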
# 5HT1a antag = antagonists of human 5-HT1a serotonin receptor | P08908 | CHO 5-HT1a Ga15 NFAT-bla reporter, antagonist mode | inhibition, % at 10 µM | hit rate 0.68% among 62,000 | AID 612;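 active = inhibition above the mean of all tested compounds plus 3 SD, cut at about 43% in these data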;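 also: receptor stimulated by 5-CT agonist at 100 nM near EC80; beta-lactamase reporter measured by ratiometric fluorescence of a cleavable substrate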
# The depositor's hits bear a star; . = not tested or not shown; [ ] = remark or other dose.
SMILES,5HT1a ag,NADH coupling,A340 absorber,Fluor 339 460,TNAP act DEA,SF-1 act,MMP-13 inhibitor,RORA act,5HT1a antag
O=C(NCCn1ccc2ccccc21)c1ccc(S(=O)(=O)N2CCOCC2)cc1,-3.3,6%,1,1.1,0.9,-1,1,-2,-13
COc1ccc(OC)c(NC(=O)Cn2c(CCC(=O)O)ccc2-c2cccs2)c1,0.8,2%,1.1,1.1,0.9,-3,-5,27,2
CCCCOC(=O)C1=C(C)Nc2ncnn2C1c1cc(OC)ccc1OC (configuration not stated),-2.6,5%,1,1.1,1,5,6,-7,4
COC(=O)c1ccc(NC(=O)CN2CCN(S(=O)(=O)c3cc(Cl)ccc3OC)CC2)cc1,-0.7,5%,0.98,1.1,1,13,2,-6,-3
CCC(=O)N/C=C/n1cnc2cc(C(F)(F)F)ccc21,-1.8,5%,0.99,1.1,0.9,-5,1,-18,-5
CCN(C(=O)CSc1nc2cc(C(=O)OC)ccc2c(=O)n1Cc1ccco1)c1cccc(C)c1,-2.3,3%,1.1,1.1,0.9,0,-4,-23,8
COC(=O)c1c(C(=O)OC)n(CCCN)c2ccc(C)cc12,1.9,4%[fluoresces],0.99,2.4*,0.9,-4,-118[fluorescence artefact?],-6,12
CCOC(=O)c1ccccc1NC(=O)CN(c1ccccc1OCC)S(C)(=O)=O,-1.9,9%,1,1.1,0.9,-34,-1,-10,7
Cc1ccc(N(C(=O)c2ccc(Br)o2)C2C=CS(=O)(=O)C2)cc1 (configuration not stated),1.1,1%,1,1,1,-4,4,7,-7
O=C1CC(N2CCN(c3ccc(S(=O)(=O)N4CCOCC4)cc3)CC2)C(=O)N1Cc1ccccc1 (configuration not stated),0.2,5%,1.1,1.2,1,2,-2,-17,-19
CN1C(=O)CSc2ccc(NC(=O)NCCC3=CCCCC3)cc21,2.1,7%,1.1,1,1,-16,0,-23,-7
CN(C)/C=C/c1c(C#N)c(=O)ncn1Cc1ccccc1,-1.1,3%,1.2,1.1,0.9,1,2,-15,-1
Nn1c(SCC(=O)Nc2ccc(F)cc2)nnc1-c1ccccn1,-0.9,4%,0.97,1.1,0.9,18,0,1,1
CNC(=O)c1ccccc1NC(=O)c1c(O)c2c([nH]c1=O)CCCC2,-1.5,5%,1,0.68,1,-3,-2,-10,26
Cc1cc(C(=O)O)c(CCCN)s1,0.8,7%,1,1.1,0.9,4,-3,-10,-12
CN(CC(=O)NC1CCCCC1)S(=O)(=O)c1cccc2nsnc12,-2.6,5%,1,1.1,0.9,-11,3,-1,-8
COC(=O)c1ccc(CS(=O)(=O)c2ccccc2C)o1,-0.8,8%,0.98,1,0.9,10,0,11,-2
CCOc1ccc2[nH]c(=O)c(CN(Cc3ccc(F)cc3)C(=O)N3CCCC3)cc2c1,3.5,11%,1,2.8*,1,3,-22,-1,-6
O=C(c1ccco1)n1nc(NCc2ccccc2)nc1NCc1ccccc1,-0.5,3%,1.1,1.1,0.9,-4,4,36,17
Cn1c(=O)n(Cc2ccc(Cl)cc2)c(=O)c2c1nc1n2CCN1Cc1ccco1,-2.1,7%,1,1.2,1,2,-4,14,0
CCc1noc(C)c1C(=O)N1CCOCC1,0.7,5%,1,1,0.9,2,-2,-4,-13
CNS(=O)(=O)c1ccc(Oc2ccc(S(=O)(=O)NC)cc2)cc1,-3.7,5%,1,0.97,1,-16,-10,-21,-1
O=C1CC(c2ccc3c(c2)OCO3)c2cc3c(cc2N1)OCO3 (configuration not stated),-0.3,7%,1,1.1,0.9,2,1,-12,-11
COC(=O)CSc1nc(N2CCCCC2)c2c(c1C#N)CCCC2,-0.2,0%,1.1,1.2,0.9,-17,0,15,-6
Cc1cc(Nc2ccccc2)n(-c2ccccc2)n1,-4.0,2%,1,1,0.9,-6,0,5,14
CC1(C)Cc2[nH]c(=S)c(C#N)cc2CO1,0.1,13%,1,1.1,0.9,16,1,-14,.
C=CCn1c(COc2ccc(Cl)cc2)nnc1SCc1ccc(C#N)cc1,2.0,2%,1,1.1,0.9,10,3,11,19
OC1(c2cn(Cc3ccccc3)nn2)CCCCC1,-3.5,8%,1,0.91,0.9,-15,-2,3,-1
COc1ccc(C(=O)Nc2ccc3c(c2)OCO3)cc1OC,-1.0,5%,1,1.1,1,55*,0,70*,9
Cc1cc(C)n(C(=O)CN2C(=O)CCC2=O)n1,-2.3,1%,1,1.1,0.9,9,0,4,.
Cc1ccc2c(c1)nnn2C1CCN(CC(=O)N2CCN(c3ccc(F)cc3)CC2)CC1,0.5,6%,1,1.1,0.9,0,-1,3,-8
O=C(CSc1nc2ccccc2o1)NCc1n[nH]c(=O)c2ccccc12,0.1,8%,0.98,1.1,0.9,1,-4,-1,-1
Nc1cc(=O)nc(SCc2ccccc2)n1Cc1ccco1,-0.8,9%,1,1.1,0.9,-10,0,8,2
O=C(c1ccncc1)N(Cc1ccco1)Cc1cc2ccccc2[nH]c1=O,-5.4,7%,1,1.7,0.9,-6,-6,-2,8
COc1cccc(-c2nn(C)c3sc(C(=O)NCc4ccc(C)o4)cc23)c1,-3.8,4%,1,1.7,0.9,7,-38,-7,17
O=C(c1cc(-c2ccco2)on1)N1CCN(c2ccccc2)CC1,0.7,6%,1,1,1,11,2,-18,2
Cn1cnnc1Sc1nc2c(c(=O)n(C)c(=O)n2C)n1C,-0.9,2%,1,1,0.9,-10,7,-11,-6
CCCC(=O)N1CCN(c2ccc(C(=O)c3ccc(OC)c(Br)c3)cc2F)CC1,-0.5,5%,1.1,1.1,0.9,-18,5,16,-10
Cc1nnc2n1N=CC=C(c1ccccc1)S2,0.4,5%,1,1.1,1,-20,6,-43,9
CCCC(=O)Nc1ccc(N2CCN(C(=O)c3ccccc3C)CC2)cc1,0.5,5%,1,1,0.8,-8,7,-8,23
Cc1cc(NC(=O)COC(=O)COc2ccc(C(=O)c3ccccc3)cc2)no1,-2.6,3%,1,1,1,-4,-1,8,9
O=S(=O)(Cc1ccccc1)N1CCN(C2Cc3ccccc3C2)CC1,-0.2,2%,1.1,1.1,0.9,-8,4,-12,4
CCOC(=O)CCc1c(C)nc(SCCN2CCCC2)c(C#N)c1C,1.0,7%,1,1.1,1,9,1,-26,9
CCC(=O)Oc1cccc(C(=O)Nc2ccc(-c3nnc(-c4ccco4)o3)cc2)c1,-0.8,9%,1.1,1.5,0.9,80*,-4,112*,10
CC1=C(C(=O)Nc2ccc(C)cc2)C(c2ccc(N(C)C)cc2)NC(=O)N1 (configuration not stated),-1.9,8%,0.98,1,.,-5,-2,-12,4
CN(C)c1nc2c(c(=O)n(C)c(=O)n2C)n1Cc1ccccc1,-6.2,6%,1,1.1,1,-14,-1,0,2
N=c1n(CCO)c2ccccc2n1Cc1ccc(Cl)cc1,-1.5,6%,0.99,1.1,0.9,-6,2,-11,12
O=C(CN1CCC(n2nnc3ccccc32)CC1)NCc1cccs1,-0.3,3%,1.1,1.2,1,-5,0,-8,7
O=C(NCc1ccccc1)c1ccc(=O)[nH]n1,1.9,3%,1,1.1,0.9,-2,-1,5,.
CCNc1nc(NC(C)(C)C)nc(N(CC)n2cnnc2)n1,-1.3,6%,1,1.1,0.9,-11,-8,2,10
Cc1cc(=O)oc(C)c1C(=O)NCC1COc2ccccc2O1 (configuration not stated),0.5,4%,1.1,1,0.9,8,-2,-19,-17
NC(=O)C1(N2CCCCC2)CCN(C(=O)c2ccc(C#Cc3ccccc3)o2)CC1,-3.6,13%,1.1,0.82,1,-6,-1,-12,5
CCc1ccc2[nH]c(=O)c(CN(CCCN3CCOCC3)C(=O)Nc3ccc(Cl)cc3)cc2c1,-0.3,4%,0.99,1.2,1,-9,2,3,-18
Cc1ccc(Cl)cc1N1CCN(C(=O)Cn2ccc3ccccc3c2=O)CC1,-2.6,0%,0.99,1.1,0.9,-11,0,-3,-4
COC(=O)CC1Sc2ccccc2NC1=O (configuration not stated),0.5,2%,1,1.1,0.9,-5,-6,-6,6
Cc1noc(C)c1COc1ccc(C(=O)OCc2nnc(-c3ccc(Cl)cc3)o2)cc1,-0.3,2%,1,1.1,0.9,-6,1,-5,-5
O=c1[nH]c(C(F)(F)F)nc2c1nnn2Cc1ccccc1F,1.0,10%,1,1.1,1,6,1,4,-7
O=C(CN1C(=O)COc2ccccc21)Nc1ccc(F)cc1,1.2,0%,1,1.1,1,-8,4,-5,13
O=C(OC(C(=O)NC1CCCC1)c1ccc(F)cc1)c1ccno1 (configuration not stated),0.3,1%,1,1.1,0.9,-1,4,-4,5
Cc1ccc(S(=O)(=O)Cc2ccc(C(=O)N3CCN(c4ccccn4)CC3)o2)cc1,6.5,7%,1,1,0.9,-5,2,8,-5
# Remaining list, next part:
SMILES,5HT1a ag,NADH coupling,A340 absorber,Fluor 339 460,TNAP act DEA,SF-1 act,MMP-13 inhibitor,RORA act,5HT1a antag
O=C(NCC(=O)N(c1ccc2c(c1)OCO2)C(C(=O)NC1CCCC1)c1ccncc1)c1ccco1 (configuration not stated),-4.8,7%,0.97,1.1,0.9,-4,-4,8,8
CCOCCCn1c(=S)[nH]c2cc(C(=O)NCCN(CC)CC)ccc2c1=O,-0.1,8%,0.99,1,0.9,13,0,1,-7
CCC(Sc1ccccn1)C(=O)Nc1nnc(C)s1 (configuration not stated),-0.8,3%,1.1,1.1,0.9,6,5,15,-2
CC(=O)N1CCN=C1SCc1ccc(Br)cc1,-1.6,1%,1,1.1,1,-7,1,-13,-5
CCOCCOC(=O)C1=C(C)N(C)C(=O)NC1c1cc(Cl)c(O)c(OCC)c1 (configuration not stated),-1.1,8%,1,1.1,0.9,-4,5,6,-6
CC(C)C(=O)Nc1nnc(SCC(=O)NCc2cccs2)s1,-3.2,6%,0.98,1.1,1,-1,-6,-15,-12
O=C(CC1OC(=O)c2ccccc21)Nc1ccccc1N1CCOCC1 (configuration not stated),-0.2,6%,0.98,1.1,0.9,2,-5,10,-5
CCCCNC(=O)c1ccc(NC(=O)C2CCCO2)cc1 (configuration not stated),-3.0,4%,1.1,1.1,0.9,11,-1,10,-2
COc1cccc(C2C(C#N)=C(N)OC3=C2C(=O)CCC3)c1OC(=O)c1ccco1 (configuration not stated),-4.6,3%,1,1.1,1,0,0,9,15
O=C(CSc1ncnc2c1oc1ccccc12)NCc1ccc(F)cc1,0.1,1%,1.1,1.1,0.9,10,-4,8,8
CON(C)c1nc(OCCNC(=O)OCc2ccc(Cl)cc2Cl)nc(N(C)C)n1,-1.7,9%,1,0.99,1,-3,0,-30,-14
Nc1c(C(=O)OCC2CCCO2)c2nc3ccccc3nc2n1C1CCCC1 (configuration not stated),2.9,1%[fluoresces],1.1,3.8*,0.9,1,-150[fluorescence artefact?],4,39

# A different layout for part of the listing above.
Cn1c(=O)n(Cc2ccc(Cl)cc2)c(=O)c2c1nc1n2CCN1Cc1ccco1
  5HT1a ag: -2.1	NADH coupling: 7%	A340 absorber: 1	Fluor 339 460: 1.2	TNAP act DEA: 1	SF-1 act: 2	MMP-13 inhibitor: -4	RORA act: 14	5HT1a antag: 0

CCc1noc(C)c1C(=O)N1CCOCC1
  5HT1a ag: 0.7	NADH coupling: 5%	A340 absorber: 1	Fluor 339 460: 1	TNAP act DEA: 0.9	SF-1 act: 2	MMP-13 inhibitor: -2	RORA act: -4	5HT1a antag: -13

CNS(=O)(=O)c1ccc(Oc2ccc(S(=O)(=O)NC)cc2)cc1
  5HT1a ag: -3.7	NADH coupling: 5%	A340 absorber: 1	Fluor 339 460: 0.97	TNAP act DEA: 1	SF-1 act: -16	MMP-13 inhibitor: -10	RORA act: -21	5HT1a antag: -1

# Screening results from PubChem BioAssay.
